Screening data deposited in PubChem BioAssay by several laboratories.
NOD2 RIPK2 PPI: NOD2-RIPK2 protein interaction inhibition; O43353; CHO BLA complementation NOD2-RIPK2, CCF4 ratio; inhibition, % at 4.98 µM; hit rate 0.38% among 360,000; AID 624267; in the data active means inhibition above about 21%;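 further: 0% = vehicle only and 100% = reference blocker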
Target sequence (O43353 whole entry, looked up): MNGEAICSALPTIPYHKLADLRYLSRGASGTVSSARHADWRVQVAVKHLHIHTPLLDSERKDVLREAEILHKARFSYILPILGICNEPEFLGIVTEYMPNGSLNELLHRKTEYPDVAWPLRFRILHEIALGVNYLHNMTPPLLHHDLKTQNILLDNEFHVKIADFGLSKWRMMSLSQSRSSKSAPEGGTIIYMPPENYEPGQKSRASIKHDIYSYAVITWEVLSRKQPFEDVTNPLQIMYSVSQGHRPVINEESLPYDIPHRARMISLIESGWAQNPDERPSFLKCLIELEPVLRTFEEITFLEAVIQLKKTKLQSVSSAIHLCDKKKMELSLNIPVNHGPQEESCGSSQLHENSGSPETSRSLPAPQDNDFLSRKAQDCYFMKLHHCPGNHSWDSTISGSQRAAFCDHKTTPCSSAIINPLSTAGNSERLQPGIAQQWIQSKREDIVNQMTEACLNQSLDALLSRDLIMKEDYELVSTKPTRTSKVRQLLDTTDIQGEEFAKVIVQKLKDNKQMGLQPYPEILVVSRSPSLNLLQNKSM
ABHD5-PLIN5 inh: inhibitors of human ABHD5-perilipin-5 interaction | Q00G26+Q8WTS1 | Split G. princeps luciferase complementation, luminescence, 4 h | inhibition, % at 4 µM | hit rate 0.78% among 360,000;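 active means inhibition above the mean inhibition across every tested compound plus 3 SD, cut at about 22% in these data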;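 further: 0% = DMSO only wells and the 100% control is not disclosed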
MC4R ag barr: human MC4R agonism via beta-arrestin; hit rate 0.98% among 360,000; activation, % at 8.9 µM; U2OS MC4R beta-arrestin complementation, luminescence; percent of melanotan II response, DMSO zero; P32245;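 active means activation above a per-plate cutoff, the mean activation of sample wells on that plate plus 3 SD, cut at about 8% in these data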
Target sequence (P32245 whole entry, looked up): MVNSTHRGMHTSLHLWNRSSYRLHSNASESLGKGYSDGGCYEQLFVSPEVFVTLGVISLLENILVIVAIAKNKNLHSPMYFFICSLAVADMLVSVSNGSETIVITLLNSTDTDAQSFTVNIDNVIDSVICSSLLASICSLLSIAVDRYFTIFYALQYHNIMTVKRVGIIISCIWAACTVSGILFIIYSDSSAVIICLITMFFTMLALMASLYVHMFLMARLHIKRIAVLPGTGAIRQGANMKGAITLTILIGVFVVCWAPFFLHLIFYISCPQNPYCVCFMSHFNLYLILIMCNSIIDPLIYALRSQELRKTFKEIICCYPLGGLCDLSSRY
aDG glyco act: increases alpha dystroglycan glycosylation; Pro5-aDG cells, alpha-DG glycosylation AlphaScreen (IIH6); 0% Pro5, 100% B10-LARGE cell signal; activation, % at 10 µM; hit rate 0.22% among 360,000;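 active means activation of at least 8% versus controls, or a plate z-score of at least 8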;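 further: Pro5 are CHO cells carrying HIG-tagged alpha-DG that lacks glycosylation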
Exocytosis inh: blocks lytic granule exocytosis; hit rate 0.66% among 360,000; inhibition, % at 10 µM; AID 651702; TALL-104 LAMP-1 surface exposure, flow cytometry; cells stimulated with thapsigargin and PMA;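 active means inhibition above about 55%, limit read from the data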
TLR9-MyD88 inh: inhibitors of human TLR9-MyD88 binding; Q9NR96+Q99836; CHO BLA complementation TLR9-MyD88, CCF4 FRET ratio; inhibition, % at 4.98 µM; hit rate 0.21% among 340,000;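 active means inhibition above the mean over all tested compounds plus 3 SD, cut at about 21% in these data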;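 further: 0% = DMSO only wells and 100% = clavulanate BLA inhibitor control wells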
MC4R antagonist: antagonists of human melanocortin 4 receptor (MC4R). MC4R-expressing cells, MTII-stimulated cAMP, LANCE TR-FRET. inhibition, % at 6.5 µM. hit rate 0.48% among 360,000;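 active means inhibition above its plate's cutoff, the mean of tested wells on that plate plus 3 SD, cut at about 29% in these data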;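 further: 0% = Melanotan II alone and 100% = Melanotan II plus saturating MCL0020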
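System: U2OS cells stably expressing human melanocortin 4 receptor (MC4R). Reagent: Melanotan II challenge after compound preincubation. Doses: 6.5 µM. Times: 30-min compound, 1-h challenge, 1-h detection, room temperature. Measured by: TR-FRET with Eu-cAMP and labeled anti-cAMP, 671 nm. Replicates: singlicate.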
Glyco luc inh: N-linked glycosylation inhibition | D54 ERlucT glycosylation luciferase reporter, 24 h; percent of 100 nM tunicamycin response | reporter increase, % at 12.5 µM | AID 588692 | hit rate 0.23% among 360,000;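 active means mean luciferase reporter signal, scaled so untreated is 0 and the glycosylation-blocking control 100, at or above a set limit in every replicate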;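 further: luciferase carries N-glycosylation sites so blocking glycosylation raises the light; 0% = median of neutral control wells and 100% = median of 100 nM tunicamycin wells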
ABCB6 inh MLPCN: inhibitors of human ABC transporter ABCB6; K562-ABCB6 porphyrin accumulation, flow cytometry, 1 h; hits give low values; fluorescence ratio to DMSO, % at 10 µM; hit rate 0.19% among 360,000; AID 602162;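 active means fluorescence ratio to DMSO below 75%, the collection mean minus 3 SD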;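 further: signal is porphyrin accumulated inside mitochondria; 100% equals median channel fluorescence of DMSO control wells; lower ratio means ABCB6 inhibition with less porphyrin fluorescence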
Vif inh: blocks HIV Vif function. HEK293T cells, Vif self-association by quenched fluorescence, imaging, 24 h. inhibition, % at 7.49 µM. hit rate 0.35% among 340,000; in the data active means inhibition above about 50%, passing the limit was not always enough; further: some results filed as inactive read as strong as hits
Active calls of the source: *; i = inactive; . = no result given. Only part of the results is shown. The share of hits here may be higher or lower than overall.

No.	Compound	NOD2 RIPK2 PPI	ABHD5-PLIN5 inh	MC4R ag barr	aDG glyco act	Exocytosis inh	TLR9-MyD88 inh	MC4R antagonist	Glyco luc inh	ABCB6 inh MLPCN	Vif inh
1	N/C(=N\NC(=O)Nc1ccc(Cl)cc1)c1ccccn1	-8.0	-5.5	-0.7	-0.1	-4.2	1.1	2.6	-0.4	98.0	-1.1
2	Cc1nnc(C)c2c(C)n(-c3ccc(Cl)c(N)c3)c(C)c12	-6.3	0.3	-0.7	-0.2	17.0	6.2	-1.6	3.3	96.0	-2.7
3	Cc1ccc(CSCCNC(=O)CSc2ccccc2)cc1	2.3	-1.9	-1.6	-0.2	1.5	5.7	3.0	-0.2	111.0	-11.0
4	Cc1cc(C)c(S(=O)(=O)N2CCN(C(=O)C3CC3)CC2)c(C)c1	-7.5	-6.0	-2.0	0.2	-0.6	9.2	-1.3	0.3	100.0	21.1
5	CC(C(=O)Nc1ccccc1)N(C)CCOc1ccccc1 (configuration not stated)	4.8	-4.2	-1.9	0.0	5.4	-8.9	7.4	-0.9	105.0	24.5
6	Cn1c(=O)c2c(SCC(N)=O)nc(CC(C)(C)C)nc2n(C)c1=O	-5.9	-6.8	1.3	-0.2	-1.4	-11.8	4.9	-0.5	105.0	.
7	O=C(NCc1ccccc1)c1cc2ccccc2oc1=O	-5.7	3.2	-0.8	-0.1	0.8	-4.4	1.8	0.4	99.0	-3.7
8	Clc1ccc(-c2csc(Nc3cccnc3)n2)cc1	1.1	-7.6	1.6	0.0	-10.3	2.6	-6.3	6.8	97.0	-22.3
9	CCOC(=O)c1cnc2cc(F)c(F)cc2c1N1CCN(C)CC1	6.9	-1.8	0.5	-0.3	-1.3	-8.2	24.2	-0.1	101.0	-5.2
10	CCCCC(=O)Nc1nnc(S(=O)(=O)N(CC)c2ccc(OC)cc2)s1	13.3	-9.2	3.0	-0.1	3.7	-5.2	0.2	-1.0	96.0	-13.6
11	CN(C)CC(=O)c1c(N)n(Cc2ccccc2)c(=O)n(C)c1=O	-3.3	-3.8	-0.9	0.0	0.2	3.4	-4.1	0.5	92.0	1.6
12	Cc1ccccc1N(C(=O)CNC(=O)c1ccco1)C(C(=O)NC1CCCC1)c1ccncc1 (configuration not stated)	-4.9	0.6	-0.1	-0.1	-19.2	-3.2	-1.4	-1.1	92.0	15.0
13	O=C(c1ccc(F)cc1)C1CCN(C(=S)NCC2CCCO2)CC1 (configuration not stated)	-9.7	-0.5	1.0	-0.2	-4.1	-5.1	4.8	-2.2	97.0	3.3
14	O=C(O)Cc1sc(Nc2cccc3ccccc23)nc1-c1ccc(F)cc1	1.6	-18.8	0.9	0.1	2.8	7.6	9.3	2.3	100.0	-18.4
15	CC(=O)Nc1cccc(Nc2nc(-c3cccs3)nc3ccccc23)c1	6.0	2.5	0.4	-0.2	-7.0	-0.6	20.1	7.7	97.0	-11.8
16	COC(=O)CNC(=O)CN1C(=O)N(c2cccc(Cl)c2)C(N(O)C(=O)Nc2cccc(Cl)c2)C1(C)C (configuration not stated)	25.8*	6.1	-1.4	-0.2	1.2	32.4*	4.8	-2.3	98.0	-4.6
17	Cc1ccc(S(=O)(=O)N2CCC(C(=O)N[C@H](C(=O)NC3CCS(=O)(=O)C3)C(C)C)CC2)cc1 (some centres not stated)	-13.8	-0.7	0.1	0.7	-1.9	-4.5	3.3	-0.1	96.0	-15.0
18	O=C(NCCN1CCOCC1)NC1(C(F)(F)F)Oc2ccccc2O1	1.3	1.8	-0.9	0.4	-0.1	-2.2	9.0	-2.9	99.0	-1.0
19	O=C1CCc2cc(S(=O)(=O)Nc3ccccc3F)ccc2N1	-8.6	-9.5	-4.0	0.1	-3.8	-5.3	1.6	0.2	103.0	-10.2
20	COC(=O)c1nc(N)sc1-c1ccccc1	-4.2	1.5	-0.7	-0.2	0.1	-4.2	8.4	8.2	96.0	4.7
21	Cc1cnn(-c2cc(N/N=C/c3ccccc3Cl)ncn2)c1	1.1	0.0	1.7	-0.3	-1.0	-4.5	2.2	2.7	147.0	3.4
22	Cc1ccc(NC(=O)CN2C(=O)S/C(=C\c3ccc(C(=O)O)cc3)C2=O)cc1	-4.7	-0.1	-2.0	-0.1	1.8	6.4	-0.8	-1.4	99.0	-2.9
23	COc1ccccc1NC(=O)c1ccc[n+]([O-])c1	-10.1	8.7	-1.6	0.0	-23.9	7.2	5.7	0.6	99.0	-10.9
24	CCC1C(=O)C[C@H]2CCN3C(=O)CCCC1C23 (some centres not stated)	7.3	2.0	-1.1	0.0	1.1	2.9	3.6	2.1	108.0	-14.4
25	C=CCOc1ccc(C2/C(=C(/O)c3ccc(OC)cc3)C(=O)C(=O)N2CCN2CCNCC2)cc1 (configuration not stated)	-7.3	3.1	-0.8	0.0	-4.3	-2.3	8.4	1.8	99.0	2.7
26	O=c1[nH]c2ccccc2cc1CN(Cc1ccco1)S(=O)(=O)c1ccc(F)cc1	3.1	6.7	-1.6	0.4	-1.3	-10.3	12.0	-1.2	97.0	-0.5
27	Cc1cc(-c2ccccc2)n(-c2ccc(C(N)=O)cc2)n1	-1.6	-2.5	-1.6	-0.3	-0.8	-12.6	-0.2	0.4	100.0	-3.2
28	CCc1cccc(C)c1NC(=S)NCCc1c(C)[nH]c2ccc(C)cc12	-6.3	-13.6	0.8	0.1	-0.5	8.4	15.2	-3.9	100.0	-19.6
29	O=[N+]([O-])c1ccc(F)c(N=Cc2ccc(Br)s2)c1	-10.4	-3.4	-2.2	-0.1	-0.7	-2.9	0.6	2.5	102.0	-2.6
30	CCn1c2ccccc2c2nnc(SCC(=O)Nc3ccc4c(c3)OCO4)nc21	0.2	-6.2	1.2	0.1	-5.4	-6.1	7.5	-3.1	95.0	-4.1
31	CCC(C)c1ccc(OCCn2cc(/C=N/NC(=O)CSc3nnc(C)s3)c3ccccc32)cc1 (configuration not stated)	6.0	-0.4	15.7*	1.7	17.1	5.8	15.9	-6.4	92.0	-31.7
32	COc1ccc(C2(O)CCN(C(=O)c3ccc4c(c3)OCO4)CC2)cc1	-0.3	-6.8	1.5	0.1	-3.0	-3.9	-7.7	0.3	97.0	17.3
33	Cc1ccc(NC(=O)N(Cc2cc3cc(C)cc(C)c3[nH]c2=O)CC2COCCO2)cc1 (configuration not stated)	-8.3	1.0	-1.6	0.3	-0.9	7.6	10.9	-2.5	90.0	-1.4
34	CC(C)c1nnc(NC(=O)C2c3ccccc3Oc3ccccc32)s1	1.2	-3.4	-0.5	-0.1	0.1	-1.1	10.2	-0.6	115.0	-4.7
35	O=C(CN1C(=O)NC2(CCCCCC2)C1=O)Nc1cccc(F)c1	-8.1	7.9	-0.5	-0.3	-0.4	-5.5	-0.3	1.4	99.0	-0.4
36	O=C(N/N=C/c1cnc(N2CCCCC2)s1)c1ccc(Cl)cc1	7.2	2.4	-3.6	0.2	-2.9	6.1	-0.8	4.7	91.0	-8.0
37	CCCN(CCC)C(=O)CC(c1ccccc1)c1cc(Br)ccc1O (configuration not stated)	-11.2	-15.1	3.2	0.3	0.6	-4.9	11.6	-5.0	97.0	9.5
38	O=C(Nc1c(C(=O)N2CCN(c3ccccn3)CC2)oc2ccccc12)c1ccc([N+](=O)[O-])cc1	-4.2	2.0	-1.3	0.0	16.9	1.6	12.3	1.4	99.0	-7.1
39	CC1(C(=O)NCc2cccc(C(F)(F)F)c2)CCN1Cc1ccc(-c2ccccc2)o1 (configuration not stated)	-11.7	14.2	1.6	0.0	12.8	.	-2.7	-4.6	86.0	-9.4
40	CCOC(=O)c1c(S(=O)(=O)NCC2CCN(CCc3cccs3)CC2)c(C)n(C)c1C	0.4	-3.1	1.2	0.3	-3.1	-5.3	8.4	0.7	99.0	-0.2
41	Cc1ccc(CNC(=O)C2CCC(=O)N2CCc2ccccc2)cc1 (configuration not stated)	5.5	3.4	-1.9	0.3	-0.9	0.4	11.0	0.2	103.0	4.0
42	O=C(NC(=S)Nc1cccnc1Cl)c1ccc(F)cc1	-11.5	-0.7	-0.6	0.1	-8.5	-2.5	9.6	2.5	103.0	-3.0
43	O=C1C=C(c2ccccc2Oc2ccccc2)C[C@@H](c2ccc(F)cc2)C1	-3.0	-8.8	2.6	0.3	2.0	9.4	17.9	-6.7	94.0	0.6
44	CC(C)Cc1nnc(NC(=O)CCNC(=O)c2ccccc2Cl)s1	9.5	-5.0	-2.6	-0.2	-2.4	10.0	-3.1	0.7	92.0	-10.4
45	Cc1[nH]n(-c2ccccc2)c(=O)c1CCO	0.5	-3.7	0.4	-0.2	-0.8	-1.2	18.2	1.0	93.0	-0.3
46	O=C(CSc1nc2ccccc2o1)Nc1ccccc1	-1.4	0.8	1.4	-0.3	-1.6	-3.6	6.2	0.5	97.0	-0.1
47	COc1ccc(C)cc1N(CC(=O)NCCSCc1ccco1)S(=O)(=O)c1ccc(C)cc1	4.4	-8.8	1.1	0.2	51.9	-6.4	9.1	-4.3	98.0	-8.1
48	CC(=O)c1ccccc1NC(=O)COC(=O)/C=C/c1ccc(C)o1	3.6	-0.2	0.7	0.1	6.9	7.7	0.0	1.1	97.0	-4.6
49	COc1ccc(NC(=O)c2cc(S(=O)(=O)N3CCCC3)ccc2C)cn1	-7.8	5.4	-0.4	0.0	-3.7	2.2	9.8	3.0	96.0	-0.7
50	COc1cc(/C=C/C(=O)NC(C)C)ccc1OCc1ccccc1	1.0	2.6	-2.4	-0.4	-2.3	-7.8	4.7	-4.8	102.0	10.1
51	O=C(Oc1ccccc1Cl)c1ccccc1	-2.9	-1.8	0.8	-0.1	7.1	-5.5	10.2	1.1	103.0	-0.4
52	C=CCn1c(C)c(/C=C/c2cc[n+](C)cc2)c2ccccc21	-9.0	8.9	2.1	-0.1	18.7	-0.2	-11.7	1.1	i	.
53	OCc1ccccc1-c1nc(NCC2CC2)nc2ccsc12	2.3	2.5	-1.2	-0.1	5.1	.	5.8	3.1	95.0	-10.4
54	Cc1cccc(NC(=O)CSc2nc3ccccc3nc2N2CCCCC2)c1	0.2	-5.4	1.5	-0.2	4.9	7.3	8.6	-13.5	100.0	-19.5
55	Cc1ccc(-c2cc(=O)c3ccccc3[nH]2)cc1	-7.9	1.5	0.1	0.1	10.2	1.1	-1.9	4.7	97.0	.
56	Cc1cccc(N(C(=O)CCC(=O)Nc2cc(C)on2)C(C(=O)NC2CCCC2)c2cccnc2)c1 (configuration not stated)	2.4	1.9	2.1	0.1	-4.5	-9.4	11.8	1.5	96.0	10.2
57	C=CCC(NCc1ccco1)c1ccc(OC)cc1 (configuration not stated)	-4.8	-4.4	-0.4	0.0	0.4	-11.6	-1.5	.	97.0	.
